# FBPA coupling cs: inhibits coupling enzyme system, counter-screen for aldolase hits | activity change, negative = inhibition, % at 58.2 µM, hits read low | 290,000 tested, 0.67% active | coupling enzyme system counterscreen, AmpLite Red fluorescence; in the data active = activity change below about -30%; also: % is scaled to controls: 0 for no effect and ±100 for the full control effect
#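 Counterscreen of the coupled detection system alone, without aldolase: glyceraldehyde-3-phosphate coupling enzymes plus AmpLite Red readout. Compounds at 57.5 uM final, 10 min RT preincubation, 20 min RT reaction, fluorescence 525/598 nm.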
# a7 integrin act: integrin-mediated muscular dystrophy alleviation activation; AID 624291; 350,000 tested, 0.064% active; Potency, µM (top dose mostly 38.3 µM), without a hit: at the highest dose activation, usual class: activators; alpha7betagal myoblasts, beta-gal FDG fluorescence, 48 h;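 also: potency is read from the fitted curve at half-maximal effect; 100% = response of the positive control SU9516; nearly all actives have a fitted effect of over 60% in size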
#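 Alpha7betagal+/- myoblasts (passage 13) were plated 16-24 hr, then exposed to compounds (1:260 dilution of DMSO stock) for 48 hours at 37C. After MPER lysis, β-galactosidase reporter activity was read as FDG fluorescence (ex 480/em 540) after 30 minutes.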
# ASM inhibitor: inhibitors of human secretory acid sphingomyelinase. placental ASM, HMU-PC fluorogenic substrate, 60 min. 340,000 tested, 0.006% active. P17405. Potency, µM (titrated, usually from 57.5 µM), inactives show top-dose activity change, negative = inhibition, actives largely listed as inhibitors; also: potency is read from the fitted curve at half-maximal effect
# Target sequence (P17405 47-631 limits assumed): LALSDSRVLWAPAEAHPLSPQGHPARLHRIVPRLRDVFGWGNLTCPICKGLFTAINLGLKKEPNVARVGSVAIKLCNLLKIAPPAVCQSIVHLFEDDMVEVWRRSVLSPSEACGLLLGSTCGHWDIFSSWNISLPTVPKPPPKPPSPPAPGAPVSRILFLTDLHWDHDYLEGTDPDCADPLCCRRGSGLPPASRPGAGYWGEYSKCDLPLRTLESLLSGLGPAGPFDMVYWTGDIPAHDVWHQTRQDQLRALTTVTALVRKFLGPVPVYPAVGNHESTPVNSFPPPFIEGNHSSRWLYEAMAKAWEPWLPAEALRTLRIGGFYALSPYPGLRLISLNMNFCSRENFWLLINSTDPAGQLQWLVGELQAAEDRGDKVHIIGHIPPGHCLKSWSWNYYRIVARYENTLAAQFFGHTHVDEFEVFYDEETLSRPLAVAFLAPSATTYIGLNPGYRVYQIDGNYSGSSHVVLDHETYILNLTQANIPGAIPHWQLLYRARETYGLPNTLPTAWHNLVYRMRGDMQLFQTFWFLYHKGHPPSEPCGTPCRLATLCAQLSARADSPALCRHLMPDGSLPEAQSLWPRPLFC
#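 Steps: dispense placental human ASM, pin compound, wait 10 min at room temperature, add HMU-PC0 substrate at 9 uM final, incubate 60 min at 37 °C, add stop solution raising pH to 10, read fluorescence.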
# GALK inh: inhibitors of human galactokinase. 270,000 tested, 0.007% active. Potency, µM (doses to about 57.5 µM), inactives show at the highest dose activity change, negative = inhibition, most hits filed as inhibitors. AID 1868. P51570. Purified GALK, Kinase-Glo residual ATP luminescence; also: potency is read from the fitted curve at half-maximal effect; % is scaled to controls: 0 for no effect and ±100 for the full control effect
# Target sequence (P51570 whole entry, looked up): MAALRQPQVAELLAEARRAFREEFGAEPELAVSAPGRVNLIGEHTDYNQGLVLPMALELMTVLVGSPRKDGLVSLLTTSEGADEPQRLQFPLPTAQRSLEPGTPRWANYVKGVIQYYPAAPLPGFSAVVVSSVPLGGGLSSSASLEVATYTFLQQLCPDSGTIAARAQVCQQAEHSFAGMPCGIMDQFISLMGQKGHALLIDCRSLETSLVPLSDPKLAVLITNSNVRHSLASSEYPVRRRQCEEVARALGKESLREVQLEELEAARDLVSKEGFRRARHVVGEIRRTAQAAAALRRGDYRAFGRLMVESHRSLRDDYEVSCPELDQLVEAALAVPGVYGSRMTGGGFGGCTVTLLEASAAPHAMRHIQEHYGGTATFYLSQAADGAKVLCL
#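 Quantitative HTS: GALK 5 nM, ATP 35 uM, galactose 100 uM, 1 h room temperature, then luciferase-based ATP detection.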
# MBNL1-CUG inh: inhibitors of human MBNL1 binding to CUG repeat RNA. 280,000 tested, 0.036% active. AID 2675. Potency, µM (top dose mostly 57.5 µM), inactives show at the top dose activity change, negative = inhibition, actives largely listed as inhibitors. TR-FRET MBNL1-His/biotin-(CUG)12 binding, 665/545 ratio. Q9NR56; active = well fitted inhibition curve with a large enough effect in the signal ratio, with a control signal flat, not every such curve was filed as active; inconclusive = small, poorly fitted or top-dose-only effect, or effect the other way, or a change in a side signal; inactive = no such curve, though single readings can be large or run the other way; the % refers to the signal ratio; also: potency is read from the fitted curve at half-maximal effect; % is scaled to controls: 0 for no effect and ±100 for the full control effect
#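 Compound titration spanned 92 nM–58 uM against the MBNL1-His/biotin-(CUG)12 complex. After 60 min at room temperature with 5 nM streptavidin-XL665 and 0.055 ng/ul terbium anti-His, ratiometric 665/545 nm emission (Ex 340 nm) normalized to controls.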
# A-T KAP1 phos: potential ataxia-telangiectasia treatment; 320,000 tested, 0.19% active; AID 485349; Potency, µM (titrated, usually from 57.5 µM), inactives show at the highest dose activation, usual class: activators; […] A-T fibroblasts, KAP-1 phosphorylation AlphaLISA; neocarzinostatin DNA damage 30 min before lysis; also: potency is read from the fitted curve at half-maximal effect; % of control where 0% means no effect; nearly all actives have a fitted effect of over 45% in size
#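 hTERT-immortalized A-T patient fibroblasts ([…]), 500 cells/well in OPTI-MEM, 1% FBS, got compounds for 60 min, then NCS for 30 min at 37C. Lysates were then assayed for phospho-KAP-1 by AlphaLISA (anti-pKAP1 donor, anti-KAP1 acceptor beads), 6 hr at 25C.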
# KCNH2 3.1 inh: KCNH2 3.1 (human) potassium channel inhibition. U2OS KCNH2 3.1, thallium flux FluxOr; active compounds read low. activity change, % (tested at about 1.8 µM). 340,000 tested, 0.95% active. AID 720553;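 active = maximum activity change below -70%; inconclusive = maximum activity change from -70% to -50%; inactive = maximum activity change above -50%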;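 also: thallium influx rate constant from kinetic fluorescence after stimulation buffer; % is scaled to controls: 0 for no effect and ±100 for the full control effect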
#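 Thallium flux read-out: FluxOr dye with Red40 quencher in HBSS/HEPES, 45 min at RT. Rate constants from kinetic reads were normalized to positive and negative DMSO controls. Cells: U2OS virally expressing the 3.1 isoform.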
# KCNH2 WT inh: inhibitors of human wildtype KCNH2 potassium channel; Q12809; U2OS, BacMam KCNH2, thallium flux FluxOr; active compounds read low; activity change, % at 1.84 µM; 340,000 tested, 0.37% active; AID 720551;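 active = maximum activity change below -70%; inconclusive = maximum activity change between -70% and -50%; inactive = maximum activity change above -50%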; also: % is scaled to controls: 0 for no effect and ±100 for the full control effect
#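 U2OS cells were transduced with wild-type KCNH2 virus (2.03 x 10^8 / mL) for 4 h at room temperature, then cultured overnight at 37 C. Thallium flux was read with FluxOr dye. Rate constants were normalized to DMSO controls.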
# MLL CXXC-DNA inh: MLL CXXC-DNA interaction inhibition; Q03164; MLL-CXXC / FITC-HOXA9 DNA fluorescence polarization; Potency, µM (series often up to 115 µM), for inactives: top-dose activity change, negative = inhibition, hits mostly inhibitors; 290,000 tested, 0.037% active; AID 2662; active = well fitted inhibition curve with a large enough effect in the polarisation, with a control signal flat, not every such curve was filed as active; inconclusive = small, poorly fitted or top-dose-only effect, or effect the other way, or a change in a side signal; inactive = no such curve, though single readings can be large or run the other way; the % refers to the polarisation; also: potency is read from the fitted curve at half-maximal effect
#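 Purified MLL-CXXC (added from a 7 uM solution) was preincubated 5 min at ambient with pinned compounds in 50 mM Tris-HCl pH 7.5, 50 mM NaCl, 1 mM DTT, 0.05% BSA. Fluorescein-labeled HOX-A9 DNA (50 nM solution) followed, 30 min, then polarization read.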
# TRPV1 ag: agonists of human vanilloid receptor 1 (TRPV1) | Q8NER1 | activation, % at 8.33 µM | 320,000 tested, 0.19% active | TRPV1-expressing cells, Fluo-8 calcium influx, agonist mode; in the data active = activation above about 80%; inconclusive = between about 30% and that limit; also: 0% is about no effect
#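 Fluo-8 calcium influx in TRPV1-expressing cells, kinetic read (ex 480/em 520 nm). Compound added and read 3 min for agonist activity, followed by capsaicin at EC20 final and 2 min further read for enhancement.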
# * hit, by the source's call; i = inactive; ? = inconclusive; . = not tested or not shown; [ ] = dose if it differs, or a comment. Unless noted, calls follow the shape of the dose curve; as a rule, active = well fitted curve in the direction sought with a large enough effect; inconclusive = small, poorly fitted or top-dose-only effect, or another doubt; inactive = no such curve, though single readings can be large; an effect the other way counts as inactive or inconclusive.
Molecule	MBNL1-CUG inh	ASM inhibitor	KCNH2 3.1 inh	a7 integrin act	KCNH2 WT inh	GALK inh	TRPV1 ag	MLL CXXC-DNA inh	FBPA coupling cs	A-T KAP1 phos
O=C(NCCCn1ccnc1)/C(=C\c1ccco1)NC(=O)c1ccco1	3%	2%	-3	-1%	-3	-2%	2	-2%	2	2%
O=C(c1ccc([N+](=O)[O-])s1)N1CCCc2ccccc21	?	-1%	-8	-58%[inhibitor]	2	-2%	-5	13%	-1	13%
O=C(OCCc1cc2ccccc2c(=O)o1)c1ccc(C(F)(F)F)cc1	.	4%	-7	1%	2	.	15	.	.	7%
NCC(=O)NCC(=O)OCc1ccccc1	.	3%	5	-20%	-1	-7%	3	9%	1	0%
CCCNC(=O)c1cccc(COc2ccccc2OC)c1	-5%	3%	-13	-19%	.	4%	3	4%	3	5%
CCn1c(=O)cc(SCC(=O)Nc2cc(OC)c(OC)c(OC)c2)c2ccccc21	-6%	-17%	15	-22%	5	-1%	-3	15%	1	-2%
CSCCC(NC(=O)COc1ccccc1)C(=O)N1CC(C)CC(C)C1 (stereo not drawn)	.	3%	-15	12%	4	.	?	.	.	-1%
c1ccc2c(c1)-c1ccccc1C2N1CCOCC1	.	2%	2	27%	-4	.	.	.	.	.
CCOC(=O)c1[nH]c(C)c(C)c1C	6%	3%	3	10%	3	-1%	1	-14%	5	-2%
CC(Nc1cccc(C(=O)NC2CC2)c1)c1nnc(-c2ccccc2)o1 (stereo not drawn)	.	3%	7	6%	1	.	.	.	.	2%
Cc1cc(C)nc(NN=C2CCCC2)n1	-1%	1%	-11	-14%	-14	0%	-1	12%	5	-4%
CC(=O)c1c(C)[nH]c(C(=O)N2CCN(c3cc(Cl)ccc3C)CC2)c1C	3%	-15%	-4	-4%	1	1%	6	-20%	3	-6%
O=C(CN(C(=O)c1ccc(Cl)cc1Cl)N1C(=O)C2C3C=CC(C3)C2C1=O)c1ccc(F)cc1 (stereo not drawn)	.	-3%	-13	6%	20	.	.	.	.	.
O=C(Nc1cc(-c2nc3ncccc3o2)ccc1Cl)c1ccc([N+](=O)[O-])o1	?	-1%	-5	-49%[inhibitor]	7	0%	-2	15%	-2	4%
CCOc1ccc(NC(=O)[C@H](Cc2ccccc2)NC(=O)C2CCNCC2)cc1	-3%	7%	-17	?	0	0%	-2	6%	.	-5%
Cc1cc(N2CCCCC2C)nc(-c2ccccc2O)n1 (stereo not drawn)	-12%	24%	-2	24%	-4	4%	27	-1%	4	42%
Cc1ccccc1NC(=O)CNc1ccccc1C(=O)NCc1ccco1	16%	43%[activator]	-5	0%	-18	2%	-1	12%	0	2%
Cc1nn(-c2ccccc2)c(N)c1C(c1ccc(C(C)C)cc1)c1c(C)nn(-c2ccccc2)c1N	.	-2%	-7	17%	5	0%	?	-1%	-3	8%
Cc1ccc(Nc2nc(N)c([N+](=O)[O-])c(NCc3ccco3)n2)cc1C	8%	?	-10	-14%	-11	-3%	-5	-5%	2	2%
O=C(COc1ccc(Br)cc1)NCCNC(=O)c1ccncc1	-1%	-1%	3	0%	-14	-2%	-4	-7%	-2	5%
COc1ccc(C2C(C#N)=C(N)N(N(C)C)C3=C2C(=O)CCC3)cc1 (stereo not drawn)	1%	7%	-1	-23%	22	1%	2	1%	0	-2%
CCOC(=O)c1ccc(NC(=O)c2c(O)c3ccccc3n(C)c2=O)cc1	-15%	.	.	.	.	3%	-2	0%	6	3%
Cc1ccc(C(=O)NCCNS(=O)(=O)c2ccccc2[N+](=O)[O-])cc1	?	-3%	-2	-7%	-8	4%	1	-8%	-2	-3%
CCC(=O)N1c2ccc(S(=O)(=O)CCC(=O)Nc3nccs3)cc2CC1C (stereo not drawn)	-6%	1%	-22	-59%[inhibitor]	-2	-2%	0	-8%	0	2%
O=C(Cn1c(NCCCO)nc2ccccc21)c1ccc(Br)cc1	1%	-1%	-10	15%	-33	2%	-2	15%	5	7%
COc1c2c(c(C)c3c1C(=O)OC3)O[C@@]1(C)CC[C@@]3(O)C(C)(C)OC(=O)CC[C@]3(C)[C@H]1C2	1%	-2%	7	-16%	-6	2%	0	-7%	-1	-8%
Brc1cccc(-c2nc3cccnc3nc2-c2cccc(Br)c2)c1	4%	?	-36	-31%	-7	2%	0	-1%	-2	9%
COc1ccc(C2(C)NC(=O)N(CC(=O)c3cc(C)n(C4CC4)c3C)C2=O)cc1 (stereo not drawn)	.	-2%	0	-28%	5	.	2	.	.	-4%
O=C(CC1(O)C(=O)c2ccccc2C1=O)c1ccccc1	-2%	42%[activator]	-22	-10%	i	.	-4	7%	-5	-9%
O=C(CN1CCN(S(=O)(=O)c2cccc(Br)c2)CC1)N1CCCCC1	.	0%	-2	20%	15	.	26	.	.	1%
Cc1cccc(Cn2c(N3CCN(C)CC3)nc3c2c(=O)[nH]c(=O)n3C)c1	2%	-1%	-7	5%	17	5%	-1	1%	-1	3%
CCOc1ccc(S(=O)(=O)N2CCN(C(=O)c3ccccc3Cc3ccccc3)CC2)cc1	.	0%	-12	18%	1	.	1	.	.	4%
C/C(=N\NC(=O)COc1ccccc1[N+](=O)[O-])c1cccc(NC(=O)c2ccncc2)c1	?	-9%	.	-2%	-20	4%	-1	6%	.	4%
O=C1/C(=C\c2cccnc2)SC(=S)N1c1ccc(F)cc1	-4%	13%	4	1%	13	-1%	10	-4%	1	4%
CCC(=O)n1nc(NCc2ccccc2OC)nc1NCc1ccccc1OC	6%	1%	-1	-6%	3	-1%	-2	4%	1	-3%
CN1CCN(S(=O)(=O)c2ccc(NC(=O)C3CCCO3)cc2)CC1 (stereo not drawn)	-11%	0%	-22	2%	2	-1%	-1	-3%	0	-4%
Cc1ccc(S(=O)(=O)Nc2ccc(C(=O)Nc3ccncc3)cc2)cc1	-1%[11.5 µM]	0%	.	-8%	-1	.	-2	13%	-1	1%
O=C(/C=C/Nc1ccc(F)c(Cl)c1)c1ccco1	?	55%[activator]	1	0%	-12	-3%	1	6%	6	6%
CN(C)S(=O)(=O)c1ccc(Cl)c(NC(=O)COc2ccccc2[N+](=O)[O-])c1	-11%	5%	-4	22%	-26	0%	3	-1%	2	-4%
S=c1[nH]nc(-c2ccco2)n1/N=C/c1ccc(Cl)cc1Cl	3%	-5%	-3	-25%	2	-1%	1	?	1	-12%
O=C(O)CC(CC(=O)Nc1ccc(F)c(Cl)c1)c1ccc(Cl)cc1Cl (stereo not drawn)	.	4%	-5	23%	2	-2%	1	3%	0	-3%
CCOC(=O)N1CCN(CC(=O)c2ccc3c(c2)CCN3C(C)=O)CC1	8%	9%	19	-5%	0	3%	1	-3%	2	8%
CC(/C=C/c1ccccc1)=N/NC(=O)c1nc2nc(C)cc(C)n2n1	?	0%	0	-7%	-3	1%	0	0%	6	6%
O=C(O)c1cccc(Sc2ccc(Br)cc2C(=O)O)c1	.	-3%	-29	36%	-1	.	-10	.	.	-4%
O=C(CN(Cc1ccccc1)C(=O)CCC(=O)Nc1nccs1)NCc1ccc(F)cc1	2%	5%	-26	11%	12	-1%	0	8%	1	-1%
O=C(NCCc1ccccc1)C1c2ccccc2C(=O)N1C1CC1 (stereo not drawn)	-4%	-1%	1	1%	-5	0%	-2	4%	-1	-6%
Cc1cc(C(=O)NNC2CC(=O)N(c3ccc4ccccc4c3)C2=O)c(C)o1 (stereo not drawn)	-5%	2%	-16	5%	6	6%	3	5%	1	-3%
Cc1csc2nc(CNS(=O)(=O)N(C)C)cn12	-10%	11%	-13	-17%	2	0%	3	10%	-2	-2%
CCC1CCC(NC2CCCCNC2=O)CC1 (stereo not drawn)	-8%	-1%	7	8%[7.66 µM]	-14	-1%	0	9%	1	3%
O=C1NCCCC1C(=O)Nc1cccc(C(F)(F)F)c1 (stereo not drawn)	-10%	3%	15	29%	3	-1%	2	-3%	-3	-2%
Cc1ccc(N2CCN(C(=O)N3CCCC3)CC2)cc1Cl	2%	-2%	-1	-4%	2	0%	?	-3%	7	-5%
